RGS7-Gao reg: regulators of human RGS7-Galphao interaction; P09471; Multiplexed bead flow cytometry, RGS7-Galphao binding; actives lie on both sides; binding response (% of control), % at 10 µM; hit rate 0.35% among 220,000; AID 1439; in the data active = binding response below about 49% or above about 150%; inconclusive = no clear call, values can overlap the other calls; inactive = in between;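 note: fluorescent Galphao held in activated GDP-AlF4 state binding bead-coupled RGS7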
Target sequence (P09471 whole entry, looked up): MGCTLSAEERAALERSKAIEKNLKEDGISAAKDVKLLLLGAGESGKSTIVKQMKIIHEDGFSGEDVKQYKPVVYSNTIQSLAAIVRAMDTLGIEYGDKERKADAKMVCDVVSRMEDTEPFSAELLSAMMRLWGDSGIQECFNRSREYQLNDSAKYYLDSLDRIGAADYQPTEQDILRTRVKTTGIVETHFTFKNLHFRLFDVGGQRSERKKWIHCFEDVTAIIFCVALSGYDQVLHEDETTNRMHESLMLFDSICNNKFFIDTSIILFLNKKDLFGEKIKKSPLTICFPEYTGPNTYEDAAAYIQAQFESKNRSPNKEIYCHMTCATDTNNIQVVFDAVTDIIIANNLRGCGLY
Pf gamet viab: P. falciparum stage V gametocyte viability inhibition; P. falciparum stage V gametocytes, ATP luminescence, 24 h; inhibition, % at 10.9 µM; hit rate 0.065% among 150,000;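 active = inhibition above the mean plus 3 SD of compounds within the control limits, set per campaign, cut at about 38% in these data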;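 note: 0% = DMSO wells and 100% = medium only without gametocytes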
GSH bead fluor: GSH bead compound fluorescence profile; GSH beads flow cytometry, compound fluorescence 488/530 nm; hits give high values; fluorescence (KMESF) at 10 µM; hit rate 0.25% among 190,000; AID 1776; in the data active = fluorescence above about 89;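 note: glutathione beads carrying GST-tagged Bcl family fusion proteins plus one bare bead set; values are compound well signal with DMSO vehicle wells as background; inactives centre near 16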
Mcl1 Noxa PPI: Mcl-1/Noxa interaction inhibition. TR-FRET Mcl-1/Noxa peptide binding, 2 h. hit rate 1.5% among 220,000. inhibition, % at 21.7 µM. AID 1022. Q07820;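 active = compounds that cut the protein-peptide binding signal by more than 50% relative to plate controls in a single-dose test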;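 note: His-tagged Mcl-1 with rhodamine Noxa BH3 peptide and terbium anti-His antibody; 0% = Mcl-1 plus Noxa peptide wells and 100% = peptide-only wells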
Mcl-1 Bim block: disrupts Bim peptide binding to human Mcl-1 | Bead-based flow cytometry, Bim peptide-Mcl-1 binding | inhibition, % at 10 µM | hit rate 0.1% among 190,000 | AID 1009; in the data active = inhibition above about 40%;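 note: 0% = no compound tracer wells and 100% = peptide blocker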
Avidin fluor: avidin bead compound fluorescence profile. fluorescence (KMESF) at 10 µM. Avidin beads, compound fluorescence 488/530 nm, flow cytometry; hits give high values. hit rate 0.38% among 220,000. AID 1775; in the data active = fluorescence above about 47; note: inactives centre near 10
Mcl1-Bid inh: Mcl-1/Bid interaction inhibition; Q07820; TR-FRET Mcl-1/Bid-Dy647 peptide binding, 1536-well; inhibition, % at 21.7 µM; hit rate 0.97% among 220,000; AID 1021;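 active = compounds that cut the binding signal by more than half at the single screening dose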;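 note: His-tagged Mcl-1 with europium anti-His antibody binding Bid BH3 peptide; 0% = Mcl-1 plus peptide wells and 100% = peptide-only wells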
RGS4-Gao reg: modulates binding of RGS4 to human Galphao | P09471 | AID 1415 | hit rate 0.33% among 220,000 | binding response (% of control), % at 10 µM | Multiplexed bead flow cytometry; actives lie on both sides; in the data active = binding response below about 49% or above about 150%; inactive = in between;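 note: fluorescent Galphao activated with aluminum fluoride binding bead-coupled RGS4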
ABCG2 inh: blocks JC-1 efflux by human ABCG2 transporter; IgMXP3 cells, flow cytometry; hit rate 0.1% among 190,000; inhibition, % at 6.6 µM; Q9UNQ0; AID 1325;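 active = inhibition above 80%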;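 note: 0% = DMSO and 100% = nicardipine control wells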
Target sequence (Q9UNQ0 whole entry, looked up): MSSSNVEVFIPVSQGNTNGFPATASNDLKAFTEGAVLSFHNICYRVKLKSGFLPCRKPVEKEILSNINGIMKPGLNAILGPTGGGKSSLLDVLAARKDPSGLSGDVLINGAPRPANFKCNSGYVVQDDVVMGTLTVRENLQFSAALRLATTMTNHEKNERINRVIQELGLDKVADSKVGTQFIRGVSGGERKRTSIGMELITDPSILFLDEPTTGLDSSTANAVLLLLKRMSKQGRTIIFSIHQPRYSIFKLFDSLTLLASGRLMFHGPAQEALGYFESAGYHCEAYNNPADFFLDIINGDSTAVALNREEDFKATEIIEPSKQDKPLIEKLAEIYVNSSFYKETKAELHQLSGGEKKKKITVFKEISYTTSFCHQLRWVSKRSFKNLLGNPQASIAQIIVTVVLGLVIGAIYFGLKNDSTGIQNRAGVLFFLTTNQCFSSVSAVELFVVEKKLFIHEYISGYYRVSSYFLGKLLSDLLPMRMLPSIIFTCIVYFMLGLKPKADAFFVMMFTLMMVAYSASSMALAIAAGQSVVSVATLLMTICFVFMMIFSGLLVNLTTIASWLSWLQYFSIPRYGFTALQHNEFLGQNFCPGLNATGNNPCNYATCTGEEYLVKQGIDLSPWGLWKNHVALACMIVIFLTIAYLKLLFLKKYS
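Test system: ABCG2 IgMXP3 and barcoded ABCB1 CCRF-Adr cell mix; Schedule: cells with compound and JC-1, 10 min at 25 °C, rotating, no wash; Technique: flow cytometry of retained JC-1 fluorescence; Measure: % inhibition of efflux relative to nicardipine and DMSO; Controls: nicardipine high and DMSO low controls.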
RGS8-Gao reg: human RGS8-Galphao interaction regulation. multiplexed bead flow cytometry, RGS8-Galphao binding; actives lie on both sides. response (percent of control binding), % at 10 µM. hit rate 0.34% among 220,000. AID 1423; in the data active = response below about 60% or above about 140%; inactive = in between;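 note: Galphao activated as the GDP aluminium fluoride complex binding bead-coupled RGS8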
ABCB1 block: blocks JC-1 efflux by human ABCB1 transporter. P08183. CCRF-Adr cells, flow cytometry. inhibition, % at 6.6 µM. hit rate 0.067% among 190,000; in the data active = inhibition above about 40%;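 note: 0% = vehicle and 100% = reference inhibitor; higher value means more JC-1 retained so stronger ABCB1 efflux block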
* marks the source's active call; other numbers are inactive results; ? = inconclusive; . = not tested or not shown; + = active, no number. Not a hit list. Share with any hit: about 3.3%.

SMILES	RGS7-Gao reg	Pf gamet viab	GSH bead fluor	Mcl1 Noxa PPI	Mcl-1 Bim block	Avidin fluor	Mcl1-Bid inh	RGS4-Gao reg	ABCG2 inh	RGS8-Gao reg	ABCB1 block
CC(C)(C)NS(=O)(=O)c1ccc(CCC(=O)NCc2ccco2)cc1	87	.	17	28	0	34	-8	89	1	92	0.2
O=[N+]([O-])c1ccc(-c2cn3c(n2)CCC3)cc1	?	11	.	-13	.	8	-18	98	.	100	.
CCCCC(=O)NCCc1ccc(OC)cc1	102	.	48	5	-7	4	7	102	1	102	0.1
COC(=O)c1ccccc1NC(=S)NC(NC(=O)c1ccco1)C(Cl)(Cl)Cl (centres undefined)	97	.	11	18	-4	30	-14	99	0	99	0.2
Cc1onc(-c2ccccc2)c1C(=O)Nc1ccc(S(=O)(=O)N2CCCCC2)cc1	98	.	24	2	-4	9	10	100	-3	100	-2.7
CC(=O)c1cccc(NC(=O)N2C3CCC2CC(O)(c2cccnc2)C3)c1 (centres undefined)	103	-6	30	-10	-5	16	-41	103	5	100	0.4
COc1ccc(OC)c(NC(=O)C(=O)NNC(=O)c2cccs2)c1	110	-16	20	-10	-7	22	-1	100	0	99	-0.4
CC(C)C[C@H](NC(=O)Nc1cccc(C(F)(F)F)c1)C(=O)O	98	.	31	6	-3	21	3	98	-4	100	-0.4
NC(=O)COC(=O)CCCc1c[nH]c2ccccc12	102	.	42	-2	-1	12	-82	102	2	103	0.0
COc1ccc(OC)c(NC(=O)Cn2cc(C#N)c3ccccc32)c1	105	.	13	-4	0	6	-26	103	58	99	1.6
Cc1ccc(O)c(C(CC(=O)NC(C)C)c2ccccc2)c1 (centres undefined)	105	-16	15	21	0	9	-24	107	9	100	0.9
Cn1cc(/C=N/NC(=O)c2ccc(C#N)cc2F)c2ccccc21	?	-6	14	9	2	14	-9	100	8	100	0.6
COc1ccc(S(=O)(=O)NNC(=O)c2cc3cc4ccccc4nc3s2)cc1	97	8	20	-7	0	10	-7	95	-3	99	-0.6
CC1CCN(CC(=O)c2cccs2)CC1	103	-23	10	0	0	10	-4	99	3	100	1.0
COc1cc(C(=O)OCC(C)=O)c([N+](=O)[O-])cc1OC	97	-10	7	-3	-1	13	-9	100	0	94	-0.2
COC(=O)C1CCN(C(=O)N2CCOCC2)CC1	101	.	32	20	-1	12	-37	103	-1	101	0.8
Cc1ccccc1CC1(CO)CCCN(C(=O)c2ccccc2N(C)C)C1 (centres undefined)	97	1	11	6	-3	11	-29	99	0	99	0.3
C=CCn1sc(=N)c(C#N)c1N	95	.	22	26	-1	11	-53	96	1	105	-2.6
CC(C)c1nc(SCc2c(F)cccc2Cl)c2c(=O)n(C)c(=O)n(C)c2n1	107	.	22	6	0	3	-10	109	5	100	1.0
CCNC(=S)NNC(=O)Cc1ccccc1	101	.	25	-4	1	4	-65	94	0	98	0.1
Cc1cc(N2CCN(Cc3nc(-c4ccc(F)cc4)oc3C)CC2)cc(C)n1	84	.	11	11	0	3	-30	91	4	95	1.1
N#Cc1c[nH]n2c(=O)c3c(nc12)CCC3	103	6	61	13	-2	24	-19	98	2	102	0.2
Nc1nsc2ccccc12	95	-31	13	8	-4	35	-19	98	0	98	0.1
CC(C)N(CCc1ccncc1)C(=O)Nc1ccc(Cl)c(Cl)c1	98	.	25	3	0	7	-9	95	2	99	0.7
Cc1ccc(CO/N=C/c2c(O)cc(C)oc2=O)cc1	97	17	12	6	0	10	-27	100	3	100	0.8

Continued, starting with the last 2 of the part before.
SMILES	RGS7-Gao reg	Pf gamet viab	GSH bead fluor	Mcl1 Noxa PPI	Mcl-1 Bim block	Avidin fluor	Mcl1-Bid inh	RGS4-Gao reg	ABCG2 inh	RGS8-Gao reg	ABCB1 block
CC(C)N(CCc1ccncc1)C(=O)Nc1ccc(Cl)c(Cl)c1	98	.	25	3	0	7	-9	95	2	99	0.7
Cc1ccc(CO/N=C/c2c(O)cc(C)oc2=O)cc1	97	17	12	6	0	10	-27	100	3	100	0.8
NC1=NC(=Nc2ccc(Cl)cc2)c2ccccc21	97	.	18	-12	-6	8	-15	98	9	98	0.2
COc1ccc(C(=O)C[n+]2ccc(C)cc2)cc1	102	5	8	5	13	14	-3	100	1	99	0.4
COCCNC(=S)N1CCN(Cc2cccc(OC)c2)CC1	?	-6	16	6	-1	8	-35	101	1	98	0.2
COCCCn1c(SCC(=O)Nc2cccc(C)n2)nnc1-c1ccco1	97	.	14	9	0	38	-9	100	3	99	0.4
CCn1c(SCC(=O)Nc2ccccc2)nc2nc3c(cc2c1=O)COC(C)(C)C3	?	-18	.	-9	.	6	-16	103	.	106	.
CC(C)(C)C(=O)CC(=O)Nc1ccc(Cl)c(N)c1	103	.	32	-1	-4	10	-8	101	3	100	0.6
O=C(NCCc1c[nH]c2ccccc12)c1cccc(S(=O)(=O)Nc2ccccc2Cl)c1	92	-17	6	9	14	22	-15	95	5	102	0.0
O=C(CCN1C(=O)c2ccccc2C1=O)Nc1ccccc1C(=O)N1CCOCC1	102	.	11	2	-4	10	2	103	1	102	0.1
C=CCc1c(C)nc2c(C)cccc2c1SC(=N)N	?	4	.	14	.	6	-40	92	.	99	.
COc1ccc(NC(=S)Nc2ccc(N(C)C(C)=O)cc2)cc1	100	13	13	16	0	12	-75	100	1	101	0.1
O=C(NC1CCCCC1)C(c1ccc(O)cc1)N(CC1CCCO1)C(=O)C1COc2ccccc2O1 (centres undefined)	87	19	14	-5	1	12	-43	83	2	96	0.9
CC(=O)COc1ccc(-c2csnn2)cc1	?	-6	.	11	.	7	-5	99	.	99	.
COc1ccc(COc2cc(-c3cccc(OC)c3)nc3ccc(NC(=O)c4ccccc4)cc23)cc1	100	13	18	-1	0	9	-6	102	-4	103	-0.4
CCN(CC)CCNC(=O)C(C)c1nn(C)c(=O)c2ccccc12 (centres undefined)	102	9	9	3	-3	10	-5	97	0	97	0.0
O=C(O)Cn1cnc2ccccc2c1=O	111	.	15	-2	-1	15	-6	107	0	104	0.2
O=C(NCCCN1CCCCC1)c1ccc2c(c1)NC(=O)C(N1CCCCC1)S2 (centres undefined)	104	.	15	3	0	10	-22	106	1	101	0.4
CCCNC(=O)c1onc(CSc2ccncc2)c1C(=O)NCCC	?	.	.	-8	.	12	-8	104	.	102	.
CCOC(=O)N1CCN(C2CC(=O)N(c3ccc(C)cc3)C2=O)CC1 (centres undefined)	96	17	35	.	-4	12	-26	99	3	99	0.5
CCCn1c(N)c(C(=O)CSc2nc(C)cs2)c(=O)[nH]c1=O	100	.	19	10	-4	36	-3	104	1	101	0.1
O=C1c2ccccc2S(=O)(=O)N1CC(O)Cn1c2ccccc2c2ccccc21 (centres undefined)	105	.	12	6	-2	36	0	105	4	106	0.2
COc1ccc(CC(NC(C)=O)C(=O)N2CCN(C(=O)Nc3ccc(Cl)cc3)CC2)cc1OC (centres undefined)	102	.	35	24	-3	14	-21	97	50	101	0.0
COc1ccc(S(=O)(=O)N2CCN(C(=O)COc3ccccc3)CC2)cc1	98	1	14	2	-2	11	-29	99	2	99	0.3
Cc1ccc(S(=O)(=O)N2CCCCC2)cc1NC(=O)CSc1nncn1-c1ccccc1	?	.	17	17	-2	10	-13	100	-2	101	0.5
Cc1cc2c(=O)[nH]cnc2s1	101	.	16	18	-2	40	9	101	1	105	0.1
CCN(CC)C(=O)c1cnn(-c2ccccc2)c1NC(=O)c1cccc(F)c1	104	-24	23	4	-1	33	-10	103	2	103	1.5

Record cards, from the list above. Order of screens: RGS7-Gao reg	Pf gamet viab	GSH bead fluor	Mcl1 Noxa PPI	Mcl-1 Bim block	Avidin fluor	Mcl1-Bid inh	RGS4-Gao reg	ABCG2 inh	RGS8-Gao reg	ABCB1 block
Profile of O=C1c2ccccc2S(=O)(=O)N1CC(O)Cn1c2ccccc2c2ccccc21 (centres undefined) : 105	.	12	6	-2	36	0	105	4	106	0.2
Profile of O=C(NC1CCCCC1)C(c1ccc(O)cc1)N(CC1CCCO1)C(=O)C1COc2ccccc2O1 (centres undefined) : 87	19	14	-5	1	12	-43	83	2	96	0.9

Next part.
SMILES	RGS7-Gao reg	Pf gamet viab	GSH bead fluor	Mcl1 Noxa PPI	Mcl-1 Bim block	Avidin fluor	Mcl1-Bid inh	RGS4-Gao reg	ABCG2 inh	RGS8-Gao reg	ABCB1 block
O=c1c2cccnc2[nH]c(=S)n1Cc1ccccc1	102	-5	9	-13	23	16	-10	100	-10	100	-1.2
Cc1ccc(C(=O)COC(=O)CNC(=O)c2cccs2)cc1	102	-17	42	-2	0	14	-4	102	2	102	0.1
COc1ccc(CCNC(=O)c2c(-c3ccccc3Cl)noc2C)cc1	96	-1	14	1	0	12	-30	90	2	107	0.6
O=C(/C=C/c1cccc([N+](=O)[O-])c1)Nc1cccc(NC(=O)c2cccs2)c1	99	14	14	4	3	15	-13	100	+	103	+
COC(=O)c1cc(C(=O)NCCC(C)C)cc([N+](=O)[O-])c1	101	-21	10	7	0	10	-18	99	42	100	1.2
CC(C)(C)OC(=O)NCCCC[C@H](NC(=O)c1nc[nH]c1C(=O)NC1CCN(C(=O)OC(C)(C)C)CC1)C(=O)OC(C)(C)C	?	.	.	-45	.	8	-52	101	.	102	.
O=C(CSc1ncccn1)NC(=O)NCc1ccccc1	91	16	27	-2	0	4	-32	89	0	90	0.4
CC(C)NC(=S)N/N=C/c1cccs1	104	.	16	8	0	37	-43	106	0	101	0.1
O=C(Cc1cccs1)N1CCN=C1SCc1ccc(Br)cc1	100	-9	23	-12	-1	6	-1	102	7	100	0.0
CCc1c(C#N)c(SCc2c(C)noc2C)nc2c1C(=O)CC(C)(C)C2	93	-10	20	-2	-3	4	6	96	3	100	2.5
Cc1noc(C)c1C(=O)N1CC(C)OC(C)C1 (centres undefined)	104	4	11	8	-1	9	2	102	0	101	0.1
CC(C)C(C(=O)OCC(=O)c1cccc([N+](=O)[O-])c1)N1C(=O)[C@@H]2[C@H]3CC[C@H](C3)[C@@H]2C1=O (some centres undefined)	99	-11	9	5	0	3	-22	99	13	103	3.5
O=C(CCCC(=O)NCc1ccccc1)NCc1ccccc1	100	-1	5	3	-5	2	-42	99	0	104	0.3
O=[N+]([O-])c1cccc(N/N=C/c2cc([N+](=O)[O-])ccc2O)c1	?	4	8	100*	1	8	-20	100	1	101	-0.8
COc1ccc(-c2noc(C3CCCN(C(=O)Nc4ccccc4)C3)n2)cc1 (centres undefined)	90	-44	11	1	0	5	4	96	42	95	1.4
Cc1cc(N2CCN(C)CC2)n2nc(-c3ccc(Cl)cc3)nc2n1	?	.	.	28	.	11	-62	94	.	99	.
O=C(COC(=O)C1COc2ccccc2O1)NC1CCS(=O)(=O)C1 (centres undefined)	96	-4	33	4	-3	10	-3	99	1	100	0.2
O=C(CSc1nnc(C2CCCCC2)n1-c1ccccc1)NCc1ccco1	97	.	25	.	-1	9	-2	100	5	101	1.7
COc1ccc(Cc2nnc(Nc3ccc4c(c3)OCCO4)[nH]c2=O)cc1	100	-9	18	15	-2	12	-13	102	2	99	0.5
